# Screens: PubChem BioAssay, National Center for Advancing Translational Sciences (NCATS)
# GCN5L2 inh = qHTS Assay for Inhibitors of GCN5L2. GCN5L2 HAT assay, ThioGlo1 CoA-SH fluorescence. Potency, µM (doses to about 58.9 µM), for the others: at the highest dose activity change, negative = inhibition, actives largely listed as inhibitors. AID 504327, 2011. 390,000 compounds, 0.21% hits
#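 qHTS, 1536-well. 20nM enzyme, pH 7.5 HEPES/EDTA/Tween-20 buffer; 15 min compound preinc., RT. Start: 75uM H3(1-25), 70uM AcCoA, 50uM ThioGlo1. Read Ex340/Em540 at t=0 (autofluorescence flag) and t=20 min.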
# TDP1 cell CPT = qHTS for Inhibitors of human tyrosyl-DNA phosphodiesterase 1 (TDP1): qHTS in cells in presence of CPT; chicken DT40 Tdp1-/-;hTDP1 cells + 20 nM CPT, ATP luminescence, 48 h; Potency, µM (doses to about 46.2 µM), without a hit: at the highest dose activity change, negative = growth inhibition, hits mostly inhibitors; 420,000 compounds, 12% hits; AID 686979, 2013; note: nearly all actives have a fitted effect of over 55% in size
#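 Chicken DT40 Tdp1-/- cells stably complemented with human TDP1 were seeded at 400 cells/well in medium containing 20 nM camptothecin, exposed to pin-transferred compounds, and grown at 37 °C for at least 48 hr. Viability was read as ATP luminescence.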
# FEN1 inh = qHTS Assay for the Inhibitors of Human Flap endonuclease 1 (FEN1); AID 588795, 2011; 390,000 compounds, 0.35% hits; Recombinant FEN1 flap cleavage, fluorescence, 15 min; Potency, µM (doses to about 114 µM), for inactives: at the top dose activity change, negative = inhibition, actives largely listed as inhibitors; P39748; note: nearly all actives have a fitted effect of over 65% in size
# Target sequence (P39748 whole entry, looked up): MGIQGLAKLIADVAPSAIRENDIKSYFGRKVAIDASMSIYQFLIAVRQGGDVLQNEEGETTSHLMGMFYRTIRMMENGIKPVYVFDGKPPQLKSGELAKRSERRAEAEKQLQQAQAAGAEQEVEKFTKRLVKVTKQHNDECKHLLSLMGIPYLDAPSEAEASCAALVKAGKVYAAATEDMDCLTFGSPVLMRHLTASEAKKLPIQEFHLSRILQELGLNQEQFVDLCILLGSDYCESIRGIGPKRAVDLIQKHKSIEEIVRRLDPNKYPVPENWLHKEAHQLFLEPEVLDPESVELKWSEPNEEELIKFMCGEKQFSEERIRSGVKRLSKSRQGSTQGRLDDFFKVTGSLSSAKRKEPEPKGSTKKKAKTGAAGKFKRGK
#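 Reaction started by adding substrate (50 nM final) to 10 nM enzyme after 15 min room-temperature compound preincubation. Reads at 0 and 15 min, with data normalized and fitted to a four-parameter Hill equation.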
# Starred values were filed as active, the others as inactive; ? = inconclusive; . = not tested or not shown; [ ] = another dose, or the depositor's remark. Calls come from the whole dose curve; as a rule, active = well fitted curve in the direction sought with a large enough effect; inconclusive = small, poorly fitted or top-dose-only effect, or another doubt; inactive = no such curve, though single readings can be large; an effect the other way counts as inactive or inconclusive. % is set by controls: 0 for no effect and ±100 for the full control effect; potency is the fitted concentration of half-maximal effect. The list is partial. The share of hits here may be higher or lower than overall.
# Sequence of screens – FEN1 inh, GCN5L2 inh, TDP1 cell CPT
1) CC(C)(C)NC(=O)C1CCC(C)(C(=O)O)C1(C)C (stereo unspecified)
→ 0%, 1%, -2%
2) CSc1nc(N)nc(SCC(=O)C23CC4CC(CC(C4)C2)C3)c1C#N
→ -18%, -9%, ?
3) O=C(CNC(=O)c1cc(S(=O)(=O)N2CCOCC2)ccc1N1CCCC1)Nc1ccc(F)c(F)c1
→ 2%, ., -27%
4) O=C1CCCc2cc(S(=O)(=O)NCC3CCC(C(=O)Nc4ccccc4F)CC3)ccc2N1 (stereo unspecified)
→ -1%, 4%, ?
5) Cc1noc(C)c1C(=O)Nc1nc(-c2ccc([N+](=O)[O-])cc2)cs1
→ 10%, 1%, ?
6) COc1cccc(C(=O)Nc2cccc(-c3nnc(-c4ccccc4)o3)c2)c1
→ -8%, ., ?
7) O=C(O)CNC(=O)c1ccccc1NC(=O)c1ccco1
→ -2%, -2%, -1%
8) Cc1ccc(S(=O)(=O)N2CCN=C2SCc2cccnc2)cc1
→ 2%, 0%, -19%
9) Cn1nnnc1SCC1=C(C(=O)O)N2C(=O)C(NC(=O)C(O)c3ccccc3)C2SC1 (stereo unspecified)
→ ., 10%, -3%
10) Cc1ccc(C#N)c(SCc2cc3c(cc2Cl)OCO3)n1
→ -6%, -2%, -4%
11) CC(=O)Nc1ccc(-c2csc(NCCc3ccccc3)n2)cc1
→ 11%, -13%, ?
12) Cc1ccc(NC(=O)CN(C)C(=O)c2n[nH]c(=O)c3ccccc23)cc1
→ 9%, -9%, -3%
13) CC(C)(C)c1ccc(S(=O)(=O)NCc2ccc(C(=O)NCc3ccccn3)cc2)cc1
→ -14%, 1%, 21µM*
14) Cc1ccc(C)c(CSc2nnc(CCN)o2)c1
→ -11%, -14%, ?
15) COc1ccc2[nH]c3c(c2c1)CCN1C(=O)C(CC(=O)NCc2ccco2)C[C@H](C(=O)N(C(C)C)C(C)C)[C@@]31C (stereo partly specified)
→ -18%, 2%, ?
16) CCOP(=O)(O)c1cccc(OCCOCCOc2cccc(P(=O)(O)OCC)c2)c1
→ 2%, -4%, -6%
17) CCC(=O)Nc1ccc(-c2nc3ccccc3c(=O)o2)cc1
→ -2%, -1%, 3%
18) COc1ccc2[nH]c(C)c(C(=O)CN3CCc4cc(OC)c(OC)cc4C3)c2c1
→ 1%, -1%, 16µM*
19) O=S(=O)(c1ccccc1)N1CCC2(CCCN(c3ncccn3)C2)CC1
→ ., -15%, -4%
20) O=C(CNC(c1ccccc1)c1ccccc1)Nc1ccccc1-c1ccccc1
→ -20%, ?, ?
21) O=C(CC(=O)NN=C1CCCC1)NCCc1ccccc1
→ 4%, ?, 9%
22) Cc1ccc(N(C)S(=O)(=O)c2ccc3c(c2)NC(=O)C(C)S3)cc1 (stereo unspecified)
→ 2%, -17%, -23%
23) Cc1noc(NS(=O)(=O)c2ccc(NC(=O)/C=C/c3ccc(C(C)C)cc3)cc2)c1C
→ 6%, -22%, 2%
24) O=C(c1sc2ccccc2c1Cl)N(Cc1ccco1)C1CCS(=O)(=O)C1 (stereo unspecified)
→ -8%, -3%, ?
25) CCCN(C(=O)Cn1ncc2c([nH]c3ccccc32)c1=O)c1ccc(F)cc1
→ 2%, -5%, ?
26) COc1ccccc1OCCn1cc(/C=N/n2cnnc2)c2ccccc21
→ -5%, -7%, ?
27) O=C(NCc1ccccn1)c1ccc(Cl)c(S(=O)(=O)Nc2ccccc2C(=O)NCc2ccccn2)c1
→ 1%, -13%, -7%
28) O=C(Cn1[nH]c(=O)c2ccccc2c1=O)OCC(=O)c1ccccc1
→ -7%, -1%, 10%
29) C=CCNC(=S)N/N=C(\C)c1ccc(OC)cc1
→ -1%, 0%, ?
30) COc1cccc(Nc2ccc3cc(S(=O)(=O)N4CCC(C)CC4)ccc3n2)c1
→ -11%, 23%, ?
31) COc1cc(NC(=O)Cn2cnc(S(=O)(=O)N3CCCCC3)c2)cc(OC)c1OC
→ -6%, 2%, -15%
32) CC(Sc1ncnc2c1cnn2-c1ccccc1)C(=O)Nc1ccc(N2CCOCC2)cc1 (stereo unspecified)
→ 13%, 3%, 5%
33) COC(=O)c1nnn(Cc2ccccc2)c1N
→ -1%, -14%, -15%
34) COc1ccc(CCNC(=O)CCCN2C(=O)C(c3ccccc3)Oc3cccnc32)cc1OC (stereo unspecified)
→ -21%, 0%, ?
35) O=C(COC(=O)Cc1ccccc1[N+](=O)[O-])NNC(=O)c1ccc([N+](=O)[O-])cc1
→ 19%, 1%, 1%
36) O=C(Cn1c2ccc(F)cc2c2nc3n(c(=O)c21)CCS3)NCC1CCCO1 (stereo unspecified)
→ 12%, 0%, 0%
37) CC(C)COP(=O)(OCC(C)C)C(Nc1ccccc1)c1ccc(F)cc1 (stereo unspecified)
→ -19%, -6%, ?
38) CC(C)OC(=O)c1ccc(Cn2nnc3sc4c(c3c2=O)CCCC4)cc1
→ -17%, -9%, ?
39) CN(CCc1ccccc1)C(=O)c1cccc(NC(=O)Cc2cccc(NC(=O)C3CCCN(C(=O)C4CC4)C3)c2)c1 (stereo unspecified)
→ 7%, ., ?
40) COC(=O)C1OCOC2C(C(=O)OC)OCOC12 (stereo unspecified)
→ -9%, ., 1%
41) CCCCNCc1cccn1-c1ccccc1
→ 1%, 1%, -6%
42) O=C(NNC(=O)C1C2C=CC(C2)C1C(=O)O)c1ccccc1O (stereo unspecified)
→ -8%, 0%, 2%
43) CCCC(=O)Nc1ccc(Br)cn1
→ 4%, -9%, 8%
44) CCOC(=O)N1CCN(C(=O)C2CCN(S(=O)(=O)N3CCC4(CC3)OCCO4)CC2)CC1
→ -8%, 3%, -2%
45) Cc1cccc2c(N=NC(=O)c3ccc(NS(=O)(=O)c4cccs4)cc3)c(O)[nH]c12
→ ?, -14%, ?
46) CCN(C(=O)CN1c2ccccc2CC1C)c1c(N)n(Cc2ccccc2)c(=O)[nH]c1=O (stereo unspecified)
→ -10%, -4%, 38%[activator]
47) O=[N+]([O-])c1ccc(/C=C2\C=Cc3ccccc32)cc1
→ 7%, ., 8.9µM*
48) Cc1ccc2c(CC(=O)N(Cc3ccc(N(C)C)cc3)Cc3ccco3)coc2c1C
→ 0%, -3%, 16µM*
49) CCCC[C@@H]1C[C@H]1[C@@H](NC(=O)c1ccco1)c1ccc(Cl)cc1
→ -2%, -11%, ?
50) COc1ccc(Cc2nnc(NC(=O)c3ccc(F)cc3)s2)cc1OC
→ -2%, -8%, -12%
51) CCOC(=O)c1cccc(NS(=O)(=O)c2ccc(-c3coc(C)n3)cc2)c1
→ 4%, -16%, 1%
52) OC1CCCN(Cc2cn(Cc3ccccc3)nc2-c2cc3ccccc3o2)C1 (stereo unspecified)
→ -1%, -3%, ?
53) CCC(Sc1nc2ccccc2c2nc(CCn3c(C)nc4ccccc43)nn12)C(=O)Nc1ccc(F)cc1 (stereo unspecified)
→ -4%, -4%, ?
54) Cc1ccccc1Cn1nc(C)c(NC(=O)C2c3ccccc3Oc3ccccc32)c1C
→ -1%, 0%, 12µM*
55) CN(C)c1ccc(N=C/C=C2/N(C)c3ccccc3C2(C)C)cc1
→ -4%, -4%, 7.3µM*
56) O=C(NNC(=O)c1ccc(NC(=O)c2ccccc2)cc1)Nc1ccccc1
→ 0%, -2%, 8%
57) Cc1cccc(NC(=O)CN2C(=O)S/C(=C\c3cc(C)n(C)c3C)C2=O)c1
→ 3%, -1%, -22%
58) CCCCC(=O)Nc1cc(N(C)C)nc2ccccc12
→ -9%, -12%, -14%
59) CCOC(=O)N1CCN(CC(=O)Nc2ccccc2C(=O)Nc2ccccc2)CC1
→ -8%, -3%, ?
60) CCCc1cc(NCCCCO)n2c(nc3ccccc32)c1C#N
→ -6%, -18%, ?

# Next results:
# Sequence of screens – FEN1 inh, GCN5L2 inh, TDP1 cell CPT
61) CC(=O)N1CCN(CC(=O)Nc2ccccc2C(=O)NCc2ccc(C)cc2)CC1
→ 3%, 0%, 4%
62) c1ccc(Nc2nc(N3CCCCC3)nc(N3CCNCC3)n2)cc1
→ -1%, -4%, 29µM*
63) COCCn1c(C)cc(C(=O)COC(=O)CCc2ccc(S(=O)(=O)N3CCOCC3)cc2)c1C
→ 7%, -5%, 5%
64) COc1ccccc1C(=O)NCCC(=O)Nc1ccc(OC(F)(F)F)cc1
→ -6%, 1%, -30%
65) CCOc1cccc(-c2nc3c(s2)CCc2onc(-c4cccc([N+](=O)[O-])c4)c2-3)c1
→ 3%, -1%, ?
66) Cc1ccc(S(=O)(=O)N2CCCCC2)cc1NC(=O)CSc1nnc(C2CC2)n1N
→ -3%, -3%, -13%
67) COc1ccc(NC(=O)c2cc(-c3ccc4c(c3)OCO4)on2)c(OC)c1
→ 17%, 4%, -19%
68) N=C(N)SCCc1ccc(OCc2ccc([N+](=O)[O-])cc2)cc1
→ ., -10%, 8.4µM*
69) CCOC(=O)C(=CNc1ccc(N2CCOCC2)cc1)C(=O)OCC
→ 0%, -6%, ?
70) Nc1ccccc1-n1cccc1
→ -12%, -3%, 0%
71) O=C(c1ccc2c(=O)n(-c3ccccc3)c(=O)[nH]c2c1)N1CCN(c2ccc(F)cc2)CC1
→ 5%, -2%, ?
72) Cc1ccc(NC(=O)Nc2c(Cl)cccc2Cl)cn1
→ 3%, -8%, ?
73) CN(C)C(CNc1ncnc2sc3c(c12)CCCC3)c1ccco1 (stereo unspecified)
→ -4%, -3%, ?
74) Cc1cccc(N2C(=O)CC(N3CCN(c4ccccn4)CC3)C2=O)c1 (stereo unspecified)
→ -9%, 1%, 8%
75) CCOc1cc(C(=O)N2CCn3c4c(c5cc(C)ccc53)CCCC42)cc(OCC)c1OCC (stereo unspecified)
→ -11%, -4%, .
76) Nc1nnc(CC2=CCCCC2)s1
→ 3%, 3%, -10%
77) O=C(c1ccccc1OC(F)F)N1CCN(S(=O)(=O)c2ccc3c(c2)OCCCO3)CC1
→ 12%, -5%, -10%
78) O=C(CCC1CCN(Cc2ccccc2Cl)CC1)NC1CC1
→ 24%, 0%, -2%
79) COc1cccc(Cn2nc(C(=O)O)c3ccccc3c2=O)c1
→ -9%, 10%, ?
80) Cc1ccc(C)c(CN2CCCN(C(=O)Cn3ncc4c3-c3ccccc3OC4)C2)c1
→ 6%, -8%, 13µM*
81) CC1CCN(C(=O)CSc2nnc(CSc3ncccn3)n2C)CC1
→ -9%, 2%, -24%
82) CCn1nnnc1SCC(=O)N1CCOCC1
→ 5%, 3%, -5%
83) C=CCNCC(=O)Nc1ccccc1SCC(=O)Nc1ccsc1C(=O)OC
→ -1%, -7%, 10%
84) CCOc1ccc(N/C(SC)=C(/C#N)C(N)=O)cc1
→ 3%, -19%, -11%
85) CC1=CN2C(=N)/C(=C/c3ccco3)C(=O)N=C2S1
→ 3%, -3%, -11%
86) COc1ccc(S(=O)(=O)N2CCN(C(=O)c3cc(C)oc3C)CC2)cc1OC
→ 10%, 0%, -28%
87) Nc1c(C(=O)Nc2ccc(Cl)cc2)sc2nc(N3CCOCC3)c3c(c12)CCCC3
→ 4%, -18%, ?
88) COc1ccccc1CC1CC(=O)N(c2ccccc2)C1=O (stereo unspecified)
→ 1%, -1%, -6%
89) Cc1ccc(C(=O)Nc2nnc(C3=COCCO3)o2)cc1C
→ -5%, -5%, ?

# Structural class: the entries above containing an aryl thioether with sulfur outside any ring.
# Sequence of screens – FEN1 inh, GCN5L2 inh, TDP1 cell CPT
2) CSc1nc(N)nc(SCC(=O)C23CC4CC(CC(C4)C2)C3)c1C#N
→ -18%, -9%, ?
9) Cn1nnnc1SCC1=C(C(=O)O)N2C(=O)C(NC(=O)C(O)c3ccccc3)C2SC1 (stereo unspecified)
→ ., 10%, -3%
10) Cc1ccc(C#N)c(SCc2cc3c(cc2Cl)OCO3)n1
→ -6%, -2%, -4%
14) Cc1ccc(C)c(CSc2nnc(CCN)o2)c1
→ -11%, -14%, ?
32) CC(Sc1ncnc2c1cnn2-c1ccccc1)C(=O)Nc1ccc(N2CCOCC2)cc1 (stereo unspecified)
→ 13%, 3%, 5%
53) CCC(Sc1nc2ccccc2c2nc(CCn3c(C)nc4ccccc43)nn12)C(=O)Nc1ccc(F)cc1 (stereo unspecified)
→ -4%, -4%, ?
66) Cc1ccc(S(=O)(=O)N2CCCCC2)cc1NC(=O)CSc1nnc(C2CC2)n1N
→ -3%, -3%, -13%
81) CC1CCN(C(=O)CSc2nnc(CSc3ncccn3)n2C)CC1
→ -9%, 2%, -24%
82) CCn1nnnc1SCC(=O)N1CCOCC1
→ 5%, 3%, -5%
83) C=CCNCC(=O)Nc1ccccc1SCC(=O)Nc1ccsc1C(=O)OC
→ -1%, -7%, 10%
